TRPN1 ag: zebrafish TRPN1 channel agonists, primary screen, cell-based, HEK293, calcium fluorescence; transient receptor potential cation channel N1 (TRPN1/NompC), Danio rerio; HEK293 zebrafish TRPN1-YFP, Fluo-8 calcium fluorescence; 100% = response to 87 µM carbachol; activation, % at 3 µM; 0.18% of 220,000 active;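 active = activation above its plate's cutoff, the mean activation of test wells on that plate plus 3 SD, cut at about 19% in these data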;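 also: 0% = DMSO alone and 100% = 87 µM carbachol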
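Material: zebrafish TRPN1-YFP in HEK293 cells. Doses: one dose of 3 µM, 0.3% DMSO. Incubation: dye 1 h 37 °C plus 30 min RT. Measured by: intracellular calcium fluorescence with Fluo-8.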
NPY-Y1 antag: NPY-Y1 receptor antagonists, primary screen, cell-based. inhibition, % at 3.6 µM. 1% of 200,000 active. Neuropeptide Y receptor type 1 (Homo sapiens), P25929. HEK293-CNG Y1 cells, membrane potential fluorescence; NPY at EC95, then isoproterenol;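 active = inhibition above the campaign mean inhibition of all tested compounds plus 3 SD, cut at about 20% in these data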;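 also: 0% = DMSO wells given NPY plus isoproterenol and 100% = isoproterenol alone without NPY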
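Benchmarks – high control isoproterenol alone, low control NPY with isoproterenol · Material – HEK293 Y1/CNG channel cell line · Times – dye 3 h, compound 60 min room temperature, stimulation 45 min · Probe or stimulus – NPY (25 nM), isoproterenol (1 µM), Ro 20-1724 (25 µM) · Evaluation – % inhibition of NPY effect · Signal – fluorescence, membrane potential probe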
S1P4 ag: S1P4 receptor agonists, primary screen, cell-based. S1P4-expressing cell line, agonist reporter assay. activation, % at 4.98 µM. 0.35% of 220,000 active. AID 1509, 2009; in the data active = activation above about 11%;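 also: 0% = DMSO vehicle and 100% = reference agonist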
Target sequence (O95977 whole entry, looked up): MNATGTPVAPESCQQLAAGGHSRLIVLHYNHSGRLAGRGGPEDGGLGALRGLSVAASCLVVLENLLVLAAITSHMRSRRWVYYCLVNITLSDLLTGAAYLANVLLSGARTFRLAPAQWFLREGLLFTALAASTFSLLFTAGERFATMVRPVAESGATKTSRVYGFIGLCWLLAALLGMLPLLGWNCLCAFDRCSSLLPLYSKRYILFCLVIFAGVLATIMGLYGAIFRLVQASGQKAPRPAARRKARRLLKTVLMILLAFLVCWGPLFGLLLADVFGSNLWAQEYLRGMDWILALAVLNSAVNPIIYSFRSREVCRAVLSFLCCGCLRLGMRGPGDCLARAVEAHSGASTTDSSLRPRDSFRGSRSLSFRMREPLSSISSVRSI
NPY-Y2 PAM-ag: NPY-Y2 potentiators or agonists, primary screen, cell-based | Neuropeptide Y receptor type 2 (Homo sapiens), P49146 | cells expressing NPY-Y2, potentiator/agonist read-out | activation, % at 3.6 µM | 0.45% of 220,000 active | AID 1359, 2008; in the data active = activation above about 27%;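 also: cells stimulated with NPY near EC25 plus isoproterenol at EC100; 0% = vehicle plus submaximal agonist and 100% = vehicle plus saturating agonist; some results beyond the cut were filed as inactive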
EP2 modulator: EP2 receptor modulators, cAMP readout, primary screen, cell-based, HTRF cAMP, PGE2 stimulation; Prostaglandin E2 receptor EP2 subtype (Homo sapiens), P43116; EP2-expressing cells, cAMP HTRF FRET, PGE2 co-stimulation; induction, % at 25 µM; 0.83% of 260,000 active; AID 940, 2007;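 active = compounds whose cAMP rise, as percent of the full-agonist control response, exceeds 60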;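 also: rat C6 glioma line stably carrying human EP2 under a CMV promoter; the protocol text gives 20 µM as final concentration; 100% = response of wells given 1 µM PGE2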
Target sequence (P43116 whole entry, looked up): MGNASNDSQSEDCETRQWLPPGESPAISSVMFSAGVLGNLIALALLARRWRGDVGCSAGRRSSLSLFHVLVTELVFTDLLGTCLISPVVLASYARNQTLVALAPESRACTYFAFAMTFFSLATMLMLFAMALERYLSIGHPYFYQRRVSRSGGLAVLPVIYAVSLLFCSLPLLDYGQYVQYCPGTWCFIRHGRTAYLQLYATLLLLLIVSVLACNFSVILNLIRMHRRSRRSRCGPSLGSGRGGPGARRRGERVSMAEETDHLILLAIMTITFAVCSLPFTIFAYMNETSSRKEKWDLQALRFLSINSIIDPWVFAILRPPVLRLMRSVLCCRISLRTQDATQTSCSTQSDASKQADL
CHOP inh: inhibitors of CHOP promoter induction, primary screen, cell-based, unfolded protein response, luciferase reporter. CHO-K1 CHOP-promoter luciferase, tunicamycin-induced, 15-18 h. inhibition, % at 10 µM. 3.8% of 220,000 active. AID 2732, 2010;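 active = compounds that reduced the stress-induced luciferase reporter signal by more than about 70% of percent inhibition, limit read from the data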;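 also: 0% = tunicamycin plus vehicle and 100% = wells without tunicamycin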
S1P4 antag: S1P4 receptor antagonists, primary screen, cell-based; inhibition, % at 4.98 µM; 0.26% of 220,000 active; AID 1510, 2009; S1P4-expressing cells, antagonist mode, reporter read-out; in the data active = inhibition above about 29%;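 also: 0% = wells stimulated with agonist and 100% = vehicle wells without agonist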
TRPML3 ag: human TRPML3 channel agonists, primary screen, cell-based, HEK293 TRPML3-YFP, Fluo-8 calcium fluorescence, 3 µM | 100% = the carbachol control signal | Mucolipin-3 (Homo sapiens), Q8TDD5 | 0.29% of 220,000 active | activation, % at 3 µM | AID 1448, 2008;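 active = activation above its plate's cutoff, the mean activation of the plate's test wells plus 3 SD, cut at about 12% in these data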;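 also: 0% = DMSO only wells and 100% = carbachol wells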
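Test system – HEK293 line with stable expression of human TRPML3-YFP channel · Control set – carbachol 87 µM final as high control (100%), DMSO as low control (0%) · Signal – Fluo-8 calcium dye fluorescence, ex 470-495, em 515-575 nm · Incubation – 1-h 37 °C dye load, 5-s basal, 120-s post-compound reads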
NPY1 pot ag: NPY-Y1 receptor potentiators or agonists, primary screen, cell-based. Neuropeptide Y receptor type 1 (Homo sapiens), P25929. NPY-Y1 expressing cells, potentiator/agonist activation. activation, % at 3.6 µM. 0.37% of 220,000 active. AID 1304, 2008; in the data active = activation above about 33%, passing the limit was not always enough;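 also: cells stimulated with NPY at EC10 then isoproterenol at EC100; 0% = low agonist plus stimulus and 100% = saturating agonist plus stimulus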
* = called active by the depositor. This is a random part of the collection (roughly 6.5% active in at least one column).

Screening Cn1cc(Cl)c(-c2n[nH]c(=S)n2-c2ccccc2)n1 returned TRPN1 ag 0.7, NPY-Y1 antag -1, S1P4 ag 2.0, NPY-Y2 PAM-ag 7, EP2 modulator 42, CHOP inh 25, S1P4 antag -13, TRPML3 ag 1.1 and NPY1 pot ag -6.
For CCC(CC)NC(=O)CO/N=C/c1ccc(Cl)cc1Cl the results were TRPN1 ag -0.9, NPY-Y1 antag 7, S1P4 ag 1.0, NPY-Y2 PAM-ag -7, EP2 modulator 17, CHOP inh 35, S1P4 antag -2, TRPML3 ag -0.8 and NPY1 pot ag -10.
For COc1ccc(C(=O)Nc2ccc([N+](=O)[O-])cn2)cc1OC the results were TRPN1 ag 1.4, NPY-Y1 antag 0, S1P4 ag 0.3, NPY-Y2 PAM-ag -4, EP2 modulator -17, CHOP inh -12, S1P4 antag -33, TRPML3 ag 1.1 and NPY1 pot ag -15.
O=C(CO/N=C/c1ccccc1)Nc1c(F)c(F)c(F)c(F)c1F was read as TRPN1 ag -0.8, NPY-Y1 antag 16, S1P4 ag 0.5, NPY-Y2 PAM-ag -7, EP2 modulator -6, CHOP inh 14, S1P4 antag -9, TRPML3 ag 0.0 and NPY1 pot ag 0.
`CCCCNC(=O)/C(C#N)=C/c1ccc(F)cc1F` gave TRPN1 ag 0.8, NPY-Y1 antag 6, S1P4 ag -0.5, NPY-Y2 PAM-ag -16, EP2 modulator -60, CHOP inh -13, S1P4 antag -4, TRPML3 ag 0.3 and NPY1 pot ag 17.
For COc1ccccc1-c1c(C)nn2c(N3CCCCCC3)cc(C)nc12 the results were TRPN1 ag 0.4, NPY-Y1 antag 5, S1P4 ag 0.9, NPY-Y2 PAM-ag 3, EP2 modulator 1, CHOP inh 90*, S1P4 antag 1, TRPML3 ag 0.6 and NPY1 pot ag -4.
`COc1cccc(C2C(C#N)=C(N)SC(c3ccccc3)C2[N+](=O)[O-])c1` (configuration not stated) gave TRPN1 ag -0.3, NPY-Y1 antag 1, S1P4 ag -1.4, NPY-Y2 PAM-ag -3, EP2 modulator -23, CHOP inh 2, S1P4 antag -11, TRPML3 ag -0.5 and NPY1 pot ag -9.
For Cc1nn(-c2ccc([N+](=O)[O-])cc2)c2c1C(c1ccc(OC(F)F)cc1)N1C(=N2)C(=O)Nc2ccccc21 (configuration not stated) the results were TRPN1 ag 0.1, NPY-Y1 antag -7, S1P4 ag 1.4, NPY-Y2 PAM-ag -13, EP2 modulator -3, CHOP inh 34, S1P4 antag -14, TRPML3 ag -0.6 and NPY1 pot ag 19.
Screening O=C(Nc1cccc(Cl)c1)N1N=CCC1c1ccccc1 (configuration not stated) returned TRPN1 ag 0.6, S1P4 ag 1.4, NPY-Y2 PAM-ag -11, EP2 modulator -10, CHOP inh 18, S1P4 antag -4, TRPML3 ag -0.9 and NPY1 pot ag 1.
For COc1cc(OC)cc(-c2nc3ccccc3c(=O)n2OC(=O)c2ccc(C)c(C)c2)c1 the results were TRPN1 ag 0.0, NPY-Y1 antag -1, S1P4 ag 1.5, NPY-Y2 PAM-ag 15, EP2 modulator 44, CHOP inh 68, S1P4 antag -26, TRPML3 ag 0.1 and NPY1 pot ag 8.
For Cc1cccc(NC(=O)COc2cccc3c2CCN(C)C3=O)c1 the results were TRPN1 ag 2.6, NPY-Y1 antag -1, S1P4 ag -0.2, NPY-Y2 PAM-ag 2, EP2 modulator -32, CHOP inh 22, S1P4 antag 2, TRPML3 ag 2.1 and NPY1 pot ag 24.
`CN(C)CCCNC(=O)CC(c1ccccc1)c1ccccc1O` (configuration not stated) gave TRPN1 ag -0.8, NPY-Y1 antag 3, S1P4 ag -0.3, NPY-Y2 PAM-ag 5, EP2 modulator 5, CHOP inh -12, S1P4 antag -15, TRPML3 ag 1.2 and NPY1 pot ag 16.

Compounds shown so far that have sulfur (2):
Screening Cn1cc(Cl)c(-c2n[nH]c(=S)n2-c2ccccc2)n1 returned TRPN1 ag 0.7, NPY-Y1 antag -1, S1P4 ag 2.0, NPY-Y2 PAM-ag 7, EP2 modulator 42, CHOP inh 25, S1P4 antag -13, TRPML3 ag 1.1 and NPY1 pot ag -6.
`COc1cccc(C2C(C#N)=C(N)SC(c3ccccc3)C2[N+](=O)[O-])c1` (configuration not stated) gave TRPN1 ag -0.3, NPY-Y1 antag 1, S1P4 ag -1.4, NPY-Y2 PAM-ag -3, EP2 modulator -23, CHOP inh 2, S1P4 antag -11, TRPML3 ag -0.5 and NPY1 pot ag -9.

New compounds follow.
O=C(NCc1ccco1)c1ccccc1NS(=O)(=O)c1ccc(Cl)s1 was read as TRPN1 ag 2.1, NPY-Y1 antag 0, S1P4 ag 0.0, NPY-Y2 PAM-ag -2, EP2 modulator 9, CHOP inh 15, S1P4 antag 4, TRPML3 ag 2.5 and NPY1 pot ag -4.
COCc1cc(=O)n2[nH]c(C(C)(C)C)cc2n1 was read as TRPN1 ag 0.0, S1P4 ag 0.1, NPY-Y2 PAM-ag 10, EP2 modulator -13, CHOP inh 8, S1P4 antag 6, TRPML3 ag 1.1 and NPY1 pot ag 9.
For O=C(COc1ccc(-c2nnco2)cc1)NCc1ccccc1Cl the results were TRPN1 ag -0.9, NPY-Y1 antag 1, S1P4 ag 0.8, NPY-Y2 PAM-ag -9, EP2 modulator -15, CHOP inh 5, S1P4 antag -12, TRPML3 ag -0.6 and NPY1 pot ag 1.
`C(=NCCCN1CCOCC1)c1ccc2c(c1)OCO2` gave TRPN1 ag -0.2, NPY-Y1 antag -3, S1P4 ag -0.1, NPY-Y2 PAM-ag 1, EP2 modulator -9, CHOP inh 8, S1P4 antag -4, TRPML3 ag 0.7 and NPY1 pot ag 1.
Screening O=C(NCC1CCCO1)C(c1ccc(F)cc1)N(Cc1ccc(F)cc1)C(=O)Cn1nnc(-c2cccs2)n1 (configuration not stated) returned TRPN1 ag -0.4, NPY-Y1 antag 0, S1P4 ag 0.7, NPY-Y2 PAM-ag 18, EP2 modulator 39, CHOP inh 56, S1P4 antag -2, TRPML3 ag 1.0 and NPY1 pot ag 3.
`N/C(=N\OC(=O)c1ccc(F)cc1)c1ccccc1` gave TRPN1 ag 0.8, NPY-Y1 antag 10, S1P4 ag 0.4, NPY-Y2 PAM-ag -2, EP2 modulator 4, CHOP inh 26, S1P4 antag -1, TRPML3 ag 0.6 and NPY1 pot ag 3.
`O=C(CNS(=O)(=O)c1ccc(Cl)cc1)OCC(=O)N1CCCc2ccccc21` gave TRPN1 ag 0.5, NPY-Y1 antag 0, S1P4 ag -1.8, NPY-Y2 PAM-ag 15, EP2 modulator 0, CHOP inh 4, S1P4 antag -3, TRPML3 ag -0.6 and NPY1 pot ag 4.
`CCOc1ccc(-n2c(COc3ccccc3)nnc2SCC(N)=O)cc1` gave TRPN1 ag 1.8, NPY-Y1 antag 1, S1P4 ag 2.0, NPY-Y2 PAM-ag 3, EP2 modulator 16, CHOP inh 21, S1P4 antag 12, TRPML3 ag -0.1 and NPY1 pot ag -17.
Screening CCOCC(=O)Nc1c(C(=O)Nc2ccccc2OC)oc2ccccc12 returned TRPN1 ag -0.9, NPY-Y1 antag 0, S1P4 ag -0.8, NPY-Y2 PAM-ag 7, EP2 modulator 36, CHOP inh -10, S1P4 antag -8, TRPML3 ag -0.2 and NPY1 pot ag -15.
CCOc1ccc(N=C/C=C/c2ccccc2)c(O)c1 was read as TRPN1 ag 0.0, S1P4 ag 0.6, NPY-Y2 PAM-ag 6, EP2 modulator -44, CHOP inh -44, S1P4 antag 8, TRPML3 ag 1.2 and NPY1 pot ag 2.
O=C(O)C1CCN(C(=O)COc2ccc(Br)cc2)CC1 was read as TRPN1 ag 1.9, NPY-Y1 antag 6, S1P4 ag 0.9, NPY-Y2 PAM-ag -4, EP2 modulator 31, CHOP inh 7, S1P4 antag -33, TRPML3 ag 0.9 and NPY1 pot ag -6.
Screening CCOC(=O)c1ccc(-n2c(N)c(C(=O)NCC3CCCO3)sc2=S)cc1 (configuration not stated) returned TRPN1 ag -0.3, NPY-Y1 antag 3, S1P4 ag -1.1, NPY-Y2 PAM-ag -49, EP2 modulator -11, CHOP inh -17, S1P4 antag -17, TRPML3 ag 0.0 and NPY1 pot ag -12.
CCn1cc(C(=O)NCC(C)C)c(=O)c2cc(F)c(N3CCN(C)CC3)cc21 was read as TRPN1 ag 1.2, S1P4 ag -1.9, NPY-Y2 PAM-ag 10, EP2 modulator -7, CHOP inh 28, S1P4 antag 9, TRPML3 ag 1.5 and NPY1 pot ag 24.
For Cc1ccc(C(=O)NNC(=O)c2ccc(C)cc2)cc1 the results were TRPN1 ag -0.1, NPY-Y1 antag 3, S1P4 ag 0.4, NPY-Y2 PAM-ag 18, EP2 modulator 12, CHOP inh -23, S1P4 antag -15, TRPML3 ag 0.7 and NPY1 pot ag 12.
`COc1cccc2[nH]c3c(=O)n(CCCN4CCOCC4)cnc3c12` gave TRPN1 ag 1.4, S1P4 ag 0.4, NPY-Y2 PAM-ag -12, EP2 modulator 0, CHOP inh 11, S1P4 antag -7, TRPML3 ag 0.5 and NPY1 pot ag 23.
O=C(O)c1cc(-c2cccs2)nc2cc3c(cc12)OCCO3 was read as TRPN1 ag 0.8, NPY-Y1 antag -3, S1P4 ag 0.5, NPY-Y2 PAM-ag -2, EP2 modulator 17, CHOP inh 39, S1P4 antag -9, TRPML3 ag 0.9 and NPY1 pot ag 3.
Screening O=C(c1ccco1)N1CCN(S(=O)(=O)Cc2ccccc2Cl)CC1 returned TRPN1 ag -0.3, NPY-Y1 antag -1, S1P4 ag 1.9, NPY-Y2 PAM-ag 2, EP2 modulator -3, CHOP inh 3, S1P4 antag -11, TRPML3 ag 1.0 and NPY1 pot ag -15.
For Cn1c(C(=O)NCCc2ccsc2)cc2c(=O)n(C)c3ccccc3c21 the results were TRPN1 ag -0.1, NPY-Y1 antag 1, S1P4 ag -0.1, NPY-Y2 PAM-ag -6, EP2 modulator -7, CHOP inh -23, S1P4 antag -27, TRPML3 ag -0.9 and NPY1 pot ag -3.
For Cc1ccc(S(=O)(=O)N2CCN(C(=O)CSc3nc(N)cc(=O)[nH]3)CC2)c(C)c1 the results were TRPN1 ag 0.5, NPY-Y1 antag 2, S1P4 ag 1.3, NPY-Y2 PAM-ag -10, EP2 modulator 18, CHOP inh 5, S1P4 antag -6, TRPML3 ag 0.6 and NPY1 pot ag 11.

Screening data: PubChem BioAssay, several laboratories
